Assay outcomes as filed in PubChem BioAssay.
Growth percent in the NCI-60 one-dose screen (48 h, 10 µM unless noted): 100 = growth as untreated, 0 = no growth, -100 = all killed.
HOP-92: HOP-92 NSCLC cells; actives 6.3% (n = 71,000)
SK-MEL-28: SK-MEL-28 melanoma; actives 4.1% (n = 81,000)
CCRF-CEM: CCRF-CEM leukemia. actives 7% (n = 77,000). AID 1794778
HOP-62: HOP-62 NSCLC; actives 3.9% (n = 80,000); AID 1794735
EKVX: EKVX NSCLC; actives 3% (n = 71,000)
A549/ATCC: A549/ATCC NSCLC | actives 3.7% (n = 81,000)
SK-MEL-5: SK-MEL-5 melanoma | actives 6.4% (n = 80,000)
M14: M14 melanoma; actives 6.2% (n = 80,000); AID 1794745
* marks the source's active call; other numbers are inactive results; nt = no result given. How the source made its calls: active means growth percent below 10; inactive means the rest.

#	SMILES	HOP-92	SK-MEL-28	CCRF-CEM	HOP-62
1	Cn1cc(-c2ccc3cc(-c4ccc(CC(=O)Nc5cc(C(C)(C)C)nn5C)cc4)cnc3c2)cn1	21.1	16.7	23.0	15.9
2	C=CCN1C(=O)/C(=C\C(=O)OCC)S/C1=N/NC(=O)COc1cc(=O)n(C)c2ccccc12	104.2	100.7	104.2	96.5
3	Cc1ccc(Br)c([N+](=O)[O-])c1	107.2	129.0	94.0	105.3
4	CCNC(=O)Nc1ccc(NC(=O)c2[nH]c(C)c(Cl)c2Cl)c(OC)c1	116.8	100.6	88.6	98.7
5	COc1ccc2nc(NC(=O)CSC(=S)N3CCN(c4ccccc4)CC3)sc2c1	103.5	115.4	nt	107.2
6	O=c1c2ccccc2c2ccccc2c(=O)n1-c1c(Cl)cc(Cl)cc1Cl	133.6	108.0	98.8	99.6
7	O=C1c2ccccc2Cc2cccc(Cl)c21	109.8	101.0	98.8	98.8
8	CCOc1nc2c(N)ncnc2n1CC1CCC1	114.6	120.4	103.2	94.6
9	O=C1Nc2cc(Cl)ccc2/C1=C\c1ccc(OCC(=O)c2ccc(Br)cc2)cc1	69.2	80.6	65.7	93.8
10	CC1(O)c2ccccc2N2C(=O)NC(=O)C23C=CC1O3 (stereo unspecified)	104.3	106.4	98.9	95.2
11	O=C1NC(=C(Cl)Cl)/C(=N/S(=O)(=O)N2CCCCC2)N1	-81.8*	-32.7*	-63.3*	62.1
12	Oc1ccccc1-c1nc2ccccn2c1NCCN1CCOCC1	85.2	94.4	94.3	76.8
13	Cc1nn2c(-c3nc4cc(Cl)c(F)cc4[nH]3)c(-c3ccc(F)cc3)nc2s1	75.2	96.5	87.2	103.6
14	O=C(NC(=S)N1CCCC1)c1ccccc1	100.9	122.3	106.3	103.9
15	C=CC(C)(C)n1cc(C2=C(O)C(=O)C(c3cn(C(C)(C)C=C)c4ccccc34)=C(O)C2=O)c2ccccc21	60.9	nt	78.5	73.1

#	EKVX	A549/ATCC	SK-MEL-5	M14
1	23.5	17.1	-35.4*	11.1
2	104.0	95.3	101.5	92.6
3	127.4	101.3	104.4	110.6
4	85.5	101.1	97.7	92.5
5	99.9	98.5	106.4	109.5
6	103.7	104.7	109.0	101.2
7	104.3	91.7	96.2	110.9
8	88.2	99.9	97.6	115.8
9	56.2	50.1	38.8	68.9
10	94.0	110.9	108.7	96.1
11	-23.9*	93.4	82.0	37.9
12	102.0	91.9	98.7	96.5
13	nt	79.4	89.2	93.5
14	105.0	102.5	109.2	106.6
15	87.2	89.4	nt	69.9

(next part)
#	SMILES	HOP-92	SK-MEL-28	CCRF-CEM	HOP-62
16	C#C[C@@H]1CC2Cc3ccc(Cl)c(C)c3N1O2 (stereo partly specified)	nt	107.7	94.1	97.0
17	CC(O)C(=O)NCCc1ccccc1 (stereo unspecified)	87.2	98.8	99.2	105.7
18	Oc1c(Cl)cc(Cl)c(Cl)c1CNCCNCc1c(O)c(Cl)cc(Cl)c1Cl	27.8	21.4	4.3*	25.0
19	CCOP(=O)(OCC)C(NC(=O)c1ccccc1)C(=O)NCCCCl (stereo unspecified)	83.0	100.8	101.9	89.5
20	CN(C)c1ccc(/C=C/c2nc(=O)c3ccccc3o2)cc1	111.1	102.9	88.0	94.4
21	CC(=O)Nc1cc2oc3ccccc3c2cc1[N+](=O)[O-]	79.6	109.5	106.8	107.6
22	CC(C)CC[n+]1cccc(C(=O)c2ccccc2)c1	94.1	106.2	101.5	107.2
23	CN1C(=O)N(C)C2NC(=NCCO)NC21 (stereo unspecified)	nt	100.7	98.4	97.9
24	Cc1cc(C)cc(NC(=O)Cn2cc(COn3nnc4ccccc43)nn2)c1	117.0	100.2	104.6	114.6
25	O=C1c2ccccc2C(=O)N1/N=C/c1ccccc1Cl	nt	113.3	111.4	109.5
26	COc1cccc(C(=O)CSc2nc3sc4c(c3c(=O)n2-c2ccccc2)CCC(C)C4)c1 (stereo unspecified)	79.9	103.6	106.4	39.2
27	CCOP(=O)(OCC)c1nc(-c2ccc(C)cc2)oc1NCCCI	63.1	94.8	61.5	97.7
28	O=C1/C(=C/c2ccccc2)CCc2nc3ccccc3c(/C=C/c3ccc(F)cc3)c21	99.7	105.0	80.7	131.0
29	COC(=O)Cc1cc(O)cc2oc(-c3cc(Cl)cc(OC)c3OC)cc(=O)c12	94.6	104.7	93.2	114.6
30	O=c1c2cccc3c(Nc4ccccn4)ccc(c32)c2nc3ccccc3n12	54.9	101.4	51.8	67.8

#	EKVX	A549/ATCC	SK-MEL-5	M14
16	99.0	102.9	101.9	98.4
17	109.2	106.1	101.5	106.1
18	22.4	13.4	-1.5*	20.3
19	104.9	91.1	98.4	109.4
20	nt	95.5	100.8	104.2
21	99.7	96.9	112.6	100.5
22	99.7	101.6	100.0	100.2
23	95.4	95.8	109.6	102.1
24	101.8	107.1	100.8	105.9
25	nt	94.2	100.0	107.8
26	96.8	101.3	97.1	97.4
27	88.6	85.7	71.3	72.0
28	91.7	79.5	92.5	85.4
29	90.2	102.7	95.6	106.9
30	nt	70.9	51.8	91.0

In the list so far, 4 have an aryl methoxy group.
#	SMILES	HOP-92	SK-MEL-28	CCRF-CEM	HOP-62
4	CCNC(=O)Nc1ccc(NC(=O)c2[nH]c(C)c(Cl)c2Cl)c(OC)c1	116.8	100.6	88.6	98.7
5	COc1ccc2nc(NC(=O)CSC(=S)N3CCN(c4ccccc4)CC3)sc2c1	103.5	115.4	nt	107.2
26	COc1cccc(C(=O)CSc2nc3sc4c(c3c(=O)n2-c2ccccc2)CCC(C)C4)c1 (stereo unspecified)	79.9	103.6	106.4	39.2
29	COC(=O)Cc1cc(O)cc2oc(-c3cc(Cl)cc(OC)c3OC)cc(=O)c12	94.6	104.7	93.2	114.6

#	EKVX	A549/ATCC	SK-MEL-5	M14
4	85.5	101.1	97.7	92.5
5	99.9	98.5	106.4	109.5
26	96.8	101.3	97.1	97.4
29	90.2	102.7	95.6	106.9

Later entries
#	SMILES	HOP-92	SK-MEL-28	CCRF-CEM	HOP-62
31	C#CCN(C)CCCOc1ccc(NC(=O)CCCCCCCCC(=O)NO)cc1Cl	64.8	77.0	30.5	77.6
32	CNCCn1c(=O)c2cc(OC)c(OC)cc2c2ccc3cc4c(cc3c21)OCO4	-5.8*	-34.2*	-1.6*	3.2*
33	CC(C)OC(=O)Nc1cc(C(F)(F)F)cc(C(F)(F)F)c1	109.8	104.1	101.4	111.9
34	COc1ccc(C(=O)COc2ccc(/C=C3\COc4ccc(OC)cc4C3=O)cc2)cc1	77.7	94.5	7.5*	109.9
35	Clc1ccc(Sc2ccc(Cl)cc2)cc1	64.1	104.0	22.5	104.8
36	CCC(C)CCC=C(C)C (stereo unspecified)	104.9	115.7	nt	112.0
37	CCCN1CCc2cc(OC)c(OC)cc2C1Cc1ccc(OC)c(OC)c1 (stereo unspecified)	83.3	109.8	90.9	104.2
38	Fc1ccc2nc(-c3nc(-c4ccccc4F)n4ccccc34)[nH]c2c1	63.6	99.5	67.3	87.7
39	OC1CCN(CCCOc2c3ccccc3nc3c2oc2ccccc23)CC1	-11.8*	-2.4*	6.0*	5.5*
40	NC1CCN(c2c(F)cc3c(=O)c(C(=O)O)cn(C4CC4)c3c2Cl)C1 (stereo unspecified)	94.0	106.3	103.7	nt
41	c1ccc(CNc2nc(-c3ccccc3)[nH]c2-c2ccccc2)cc1	106.2	111.0	107.6	111.5
42	NC(=O)C(c1ccccc1)N1CCCCC1 (stereo unspecified)	95.6	119.0	105.1	99.6
43	C[C@@H]1CN(C(=O)CCOS(C)(=O)=O)[C@@H](C)CN1C(=O)CCOS(C)(=O)=O	126.6	123.6	102.5	101.5
44	CN1CCN(Cc2ccc(NC(=O)c3cncc(C#Cc4c(N)ncc5cc(F)ccc45)c3)cc2C(F)(F)F)CC1	-14.2*	-41.9*	-13.6*	45.1
45	CCCc1cc2c(OC)cc(-c3c(CC4OCCO4)cc4oc5ccccc5c(=O)c4c3O)c(O)c2c(=O)n1C	91.1	109.0	99.4	99.9

#	EKVX	A549/ATCC	SK-MEL-5	M14
31	68.8	72.9	54.9	72.9
32	-6.7*	-81.2*	-60.7*	-50.5*
33	99.5	100.0	101.4	94.5
34	103.0	77.9	74.2	95.0
35	91.1	74.3	97.7	nt
36	102.1	96.8	100.8	108.4
37	117.8	98.1	102.8	113.1
38	nt	80.1	75.4	101.5
39	-13.7*	-12.2*	-69.1*	-71.8*
40	122.9	102.2	101.4	nt
41	102.9	105.7	109.8	110.0
42	121.0	98.1	107.9	108.4
43	106.1	116.1	101.0	103.3
44	69.6	45.0	-52.7*	-75.8*
45	94.0	88.4	94.6	102.5

Reprinted at random: 4 compounds from above, in no set order.
#	SMILES	HOP-92	SK-MEL-28	CCRF-CEM	HOP-62
32	CNCCn1c(=O)c2cc(OC)c(OC)cc2c2ccc3cc4c(cc3c21)OCO4	-5.8*	-34.2*	-1.6*	3.2*
44	CN1CCN(Cc2ccc(NC(=O)c3cncc(C#Cc4c(N)ncc5cc(F)ccc45)c3)cc2C(F)(F)F)CC1	-14.2*	-41.9*	-13.6*	45.1
35	Clc1ccc(Sc2ccc(Cl)cc2)cc1	64.1	104.0	22.5	104.8
38	Fc1ccc2nc(-c3nc(-c4ccccc4F)n4ccccc34)[nH]c2c1	63.6	99.5	67.3	87.7

#	EKVX	A549/ATCC	SK-MEL-5	M14
32	-6.7*	-81.2*	-60.7*	-50.5*
44	69.6	45.0	-52.7*	-75.8*
35	91.1	74.3	97.7	nt
38	nt	80.1	75.4	101.5

Full records, quoted from the list. Order of screens: HOP-92, SK-MEL-28, CCRF-CEM, HOP-62, EKVX, A549/ATCC, SK-MEL-5, M14
Clc1ccc(Sc2ccc(Cl)cc2)cc1 reads 64.1, 104.0, 22.5, 104.8, 91.1, 74.3, 97.7, nt
c1ccc(CNc2nc(-c3ccccc3)[nH]c2-c2ccccc2)cc1 reads 106.2, 111.0, 107.6, 111.5, 102.9, 105.7, 109.8, 110.0
C[C@@H]1CN(C(=O)CCOS(C)(=O)=O)[C@@H](C)CN1C(=O)CCOS(C)(=O)=O reads 126.6, 123.6, 102.5, 101.5, 106.1, 116.1, 101.0, 103.3

Going on with the list.
#	SMILES	HOP-92	SK-MEL-28	CCRF-CEM	HOP-62
46	CN(C)CCN(Cc1ccccc1)c1ccc2ccccc2n1	75.6	101.3	88.6	88.4
47	O=C(O)Cc1ccc2ccccc2c1Br	71.3	84.0	78.7	87.5
48	NC(=O)NC(CC(=O)O)C(=O)O (stereo unspecified)	70.4	103.5	92.2	93.8
49	O=C(O)c1cccc(S(=O)(=O)Cl)c1	102.4	105.9	104.0	79.0
50	CC1(C)[C@@H](OC2CC(O)C(O)C(CO)O2)CC[C@]2(C)[C@H]3C(=O)C=C4[C@@H]5C[C@@](C)(C(=O)O)CC[C@]5(C)CC[C@@]4(C)[C@]3(C)CC[C@@H]12 (stereo partly specified)	101.2	109.3	94.2	97.5
51	COc1ccc(N=Nc2sc(=O)n(Cc3ccccc3)c2S)cc1	70.2	94.7	97.4	95.6
52	CC(=N)C1=C(O)COC1=O	105.5	99.5	101.8	101.5
53	CCCCCCCCCCCCCCCCN=Cc1ccc(Cl)c(Cl)c1	nt	108.9	107.7	95.4
54	CC(C)c1ccc(/C=C(\C#N)c2cc3ccccc3[nH]2)cc1	103.3	97.1	74.2	84.2
55	N#CC1=C(N)Oc2c(c(=O)[nH]c3ccccc23)C12C(=O)Nc1ccccc12 (stereo unspecified)	97.6	103.3	104.8	87.1
56	Clc1nc2ccccc2cc1-c1nc2ccccc2o1	72.7	112.6	95.6	119.3
57	O=C1OC(c2ccccc2)(c2ccc(O)cc2)c2ccccc21 (stereo unspecified)	nt	113.1	110.1	95.7
58	Cc1nnc(/N=C2\NC(=O)/C(=C/c3c(F)c(F)c(F)c(F)c3F)S2)s1	100.3	108.6	77.5	nt
59	COc1ccc(/C=C2\N=C(c3cccnc3)N(c3ccccc3)NC2=O)cc1	22.9	129.1	-21.1*	109.3

#	EKVX	A549/ATCC	SK-MEL-5	M14
46	108.8	95.6	91.7	91.3
47	103.2	87.8	100.3	88.8
48	nt	105.3	100.1	97.9
49	94.1	71.0	109.5	106.7
50	98.7	104.1	100.6	99.1
51	96.0	89.4	83.5	92.9
52	115.1	94.4	100.7	107.4
53	nt	90.8	95.8	96.8
54	83.4	74.5	93.0	68.6
55	91.4	79.7	98.3	92.6
56	95.3	103.8	95.8	110.4
57	120.4	90.7	101.1	97.4
58	105.8	93.9	93.6	94.1
59	nt	95.7	98.7	92.8
